E-selectin induc: E-selectin induction on HUVECs. P16581. HUVEC E-selectin immunofluorescence imaging; normalized: neutral wells 0, TNF-alpha wells 100. activation, % at 7.58 µM. 0.37% of 260,000 active. AID 686992;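 active = mean E-selectin-positive cell signal at least 10% of the positive control, reached in at least 60% of replicates, without over 20% cell loss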;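 also: in these data hits start at about 27%; measured in HUVEC primary endothelial cells; signal is the percent of cells scored E-selectin positive by PE staining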
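Assay system: HUVEC, human umbilical vein endothelial cells / Amount: 3,000 HUVEC/well / Controls: TNF-alpha positive control, DMSO neutral control / Compound dosing: single concentration / Medium: EGM-2 over gelatin coat / Evaluation: percent E-selectin-positive cells / Signal: immunofluorescence imaging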
PglD DTNB: blocks C. jejuni PglD acetyltransferase activity; inhibition, % at 12.5 µM; purified PglD enzyme, DTNB colorimetric CoA detection; 0.098% of 360,000 active; AID 602405; in the data active = inhibition above about 16%, passing the limit was not always enough; also: strong numbers were not always called active
RAD52 inh: RAD52 (human) annealing inhibition. P43351. recombinant RAD52 DNA annealing, FRET fluorescence. inhibition, % at 18.7 µM. 0.46% of 360,000 active. AID 651710;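 active = every replicate showing at least 50% inhibition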
esBAF inh: inhibitors of esBAF chromatin remodeling in mouse ES cells; Bmi1-luciferase knock-in reporter, 24 h; 100% = twice the neutral-well signal; reporter increase, % at 12.5 µM; 2% of 350,000 active; in the data active = activation above about 40%;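 also: 0% = median of the plate's neutral control wells and 100% = double that signal; a rise in the Bmi1 reporter signal indicates esBAF inhibition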
ARNT TACC3 PPI: disrupts binding between human ARNT and TACC3 | Q9Y6A5 | AlphaScreen His-ARNT PAS-B/GST-TACC3 binding, luminescence; TACC3 fragment carries E629A point mutation | inhibition, % at 9.99 µM | 0.66% of 390,000 active | AID 623870;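 active = mean inhibition of replicates at least 50% and at least half of replicates each reaching 50%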;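 also: 0% = complete ARNT plus TACC3 wells and 100% = ARNT alone without TACC3; many hits fall short of the cut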
ERp5 block: inhibitors of human ERp5 | ERp5 insulin aggregation, absorbance 650 nm, 90 min | inhibition, % at 9.99 µM | 0.05% of 350,000 active | AID 651711;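 active = mean replicate inhibition above about 25%, with every replicate also reaching it, limit read from the data, passing the limit was not always enough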
RAD54 branch: blocks human RAD54 Holliday junction branch migration | Q92698 | FAM/BHQ fluorescence | inhibition, % at 10.4 µM | 0.14% of 360,000 active | AID 602329;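 active = mean normalized replicate activity at least 40 and at least half of replicates scoring 40 or more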;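 also: 0% = median of neutral control wells and 100% = median of positive control wells; inhibitors cause a drop in the FAM fluorescence signal; in these data hits start at about 50%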
Target sequence (Q92698 whole entry, looked up): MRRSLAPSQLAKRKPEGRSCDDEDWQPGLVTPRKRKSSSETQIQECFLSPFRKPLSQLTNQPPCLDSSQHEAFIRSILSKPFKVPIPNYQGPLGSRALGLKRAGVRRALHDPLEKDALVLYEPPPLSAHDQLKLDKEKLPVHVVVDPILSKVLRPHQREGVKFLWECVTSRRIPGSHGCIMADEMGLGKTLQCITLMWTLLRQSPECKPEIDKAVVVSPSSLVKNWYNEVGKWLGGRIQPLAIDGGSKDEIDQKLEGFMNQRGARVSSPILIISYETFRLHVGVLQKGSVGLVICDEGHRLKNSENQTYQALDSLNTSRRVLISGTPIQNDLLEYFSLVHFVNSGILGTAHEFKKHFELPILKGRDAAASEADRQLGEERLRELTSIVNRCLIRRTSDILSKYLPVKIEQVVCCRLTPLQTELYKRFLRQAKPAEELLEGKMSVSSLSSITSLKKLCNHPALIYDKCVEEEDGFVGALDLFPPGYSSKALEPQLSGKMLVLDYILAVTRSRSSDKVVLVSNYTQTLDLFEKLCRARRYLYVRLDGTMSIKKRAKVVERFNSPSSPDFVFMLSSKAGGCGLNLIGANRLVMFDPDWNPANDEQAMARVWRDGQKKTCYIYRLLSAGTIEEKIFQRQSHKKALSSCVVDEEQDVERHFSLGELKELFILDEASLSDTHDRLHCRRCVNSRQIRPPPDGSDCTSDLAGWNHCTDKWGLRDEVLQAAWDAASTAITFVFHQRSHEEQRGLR
Casp6 inh: blocks human caspase-6 cleavage activity; inhibition, % at 12.5 µM; purified caspase-6, Z-VEID-R110 cleavage fluorescence; AID 686996; 0.53% of 350,000 active;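 active = mean inhibition across replicates at least about 35%, with every replicate also reaching that limit, limit read from the data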;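 also: 0% = median of neutral control wells and 100% = no fluorescence left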
Target sequence (P55212 24-179 limits assumed): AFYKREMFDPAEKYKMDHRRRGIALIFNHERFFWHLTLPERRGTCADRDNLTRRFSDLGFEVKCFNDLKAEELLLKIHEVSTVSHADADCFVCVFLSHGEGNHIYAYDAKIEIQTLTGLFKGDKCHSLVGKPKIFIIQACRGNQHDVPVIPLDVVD
Target sequence (P55212 194-293 limits assumed): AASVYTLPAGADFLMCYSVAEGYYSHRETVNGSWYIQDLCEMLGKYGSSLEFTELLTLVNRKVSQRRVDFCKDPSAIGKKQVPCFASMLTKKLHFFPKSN
* marks the source's active call; other numbers are inactive results; / = no result given.

| No. | canonical_smiles | RAD54 branch | ARNT TACC3 PPI | RAD52 inh | Casp6 inh | PglD DTNB | esBAF inh | ERp5 block | E-selectin induc |
| --- | --- | --- | --- | --- | --- | --- | --- | --- | --- |
| 1 | Cc1noc(C)c1NC(=O)Nc1ccc2c(c1)C(=O)N([C@H](C)CO)C[C@H](C)[C@H](CN(C)Cc1ccc(C(F)(F)F)cc1)OCCCC[C@H](C)O2 | -9 | 19 | 12 | 2 | 5 | -2 | -4 | -0.2 |
| 2 | COc1ccc(C(=O)Nc2sc3c(c2C#N)CCN(C(C)=O)C3)cc1 | -14 | -4 | -47 | -4 | -4 | -8 | -2 | / |
| 3 | CC/C(=N/O)C(=O)c1ccc(Br)cc1 | / | -3 | 11 | 2 | / | / | 1 | / |
| 4 | Oc1ccc(N2CCN(Cc3ccc(OCCCN4CCCCC4)cc3)CC2)cc1 | / | -4 | -3 | -1 | / | -4 | -2 | / |
| 5 | Cc1ccsc1C(=O)Nc1nc2ccccc2[nH]1 | 1 | 2 | -3 | 1 | -4 | -37 | -4 | / |
| 6 | CC(=O)N(Cc1ccco1)C1(C(=O)NC2CCCC2)CCCCC1 | -11 | -6 | / | / | 0 | 0 | / | / |
| 7 | O=C(C[C@@H]1CC[C@@H]2[C@H](COC[C@H](O)CN2C(=O)Nc2ccc(C(F)(F)F)cc2)O1)NCCc1ccncc1 | -2 | -23 | 6 | -1 | 14 | -2 | -2 | 0.2 |
| 8 | COCC(=O)N1CC2(C1)[C@H](c1ccccc1)[C@H](CO)N2C(=O)c1ccncc1 | / | / | 3 | -1 | / | / | -4 | -0.2 |
| 9 | CC(C)(CO)N=Cc1c(O)[nH]c2ccccc12 | 12 | -2 | / | / | 3 | 0 | / | / |
| 10 | COc1ccc(CN2C=C3C(=O)C(C)(OC(=O)CCc4ccccc4)C(=O)C=C3C=C2c2ccc(C#N)cc2)cc1 (stereo not given) | -5 | -28 | -6 | 4 | 3 | 11 | 10 | 0.0 |
| 11 | COc1cccc(NC(=S)/C(=C(\[O-])c2ccc([N+](=O)[O-])cc2)[n+]2ccccc2)c1 | -3 | -10 | -7 | 0 | 6 | 6 | 1 | 0.0 |
| 12 | CCSC1=C(C#N)C(c2ccc(Cl)cc2)C2=C(CCCC2=O)N1 (stereo not given) | -2 | -2 | / | / | 2 | 5 | / | / |
| 13 | CN1c2ccc(Br)cc2[C@H]2[C@H](CCN2C(=O)Nc2cc(F)ccc2F)[C@H]1CO | -6 | 6 | -21 | -3 | 0 | 5 | 5 | 0.2 |
| 14 | COCCN(C(=O)CSCc1ccccc1)c1c(N)n(Cc2ccccc2)c(=O)[nH]c1=O | -7 | -5 | -15 | 3 | -1 | 10 | 6 | / |
| 15 | Cc1cc(NC(=O)CCC(=O)N(CC(=O)NC2CCCC2)c2cccc(F)c2)no1 | / | 4 | 11 | / | / | -3 | 0 | 0.0 |
| 16 | CO[C@@H]1CN(C)C(=O)c2ccc(NC(=O)Nc3cc(F)ccc3F)cc2OC[C@@H](C)N(C(=O)c2ccccn2)C[C@@H]1C | 5 | 25 | -6 | -4 | -5 | -2 | -1 | -0.3 |
| 17 | CC(=O)N(C)C[C@@H]1Oc2cc(C#Cc3ccncc3)ccc2S(=O)(=O)N([C@H](C)CO)C[C@@H]1C | 5 | -4 | -20 | 2 | 2 | 1 | 4 | 0.0 |
| 18 | O=C1C2C(c3ccccc3)C=CC(c3ccccc3)C2C(=O)N1c1cccnc1 (stereo not given) | / | -10 | -13 | -1 | / | / | -9 | 15 |
| 19 | CCn1c(COc2cccc(OC)c2)nnc1SCC(=O)Nc1cc(OC)ccc1OC | 10 | 1 | -4 | 4 | 3 | 2 | 2 | / |
| 20 | O=C(C1CCCCC1)N1C[C@H](O)[C@@H](n2cc(-c3ccc(F)cc3)nn2)C[C@@H]1c1ccccc1 | 1 | / | -12 | 2 | 0 | -7 | -2 | 0.0 |
| 21 | Cc1ncc([N+](=O)[O-])n1Cc1ccc(Br)cc1 | / | / | -8 | 1 | / | / | 0 | 0.7 |
| 22 | Cc1ccc(-n2c(-c3ccncc3)n[nH]c2=S)cc1 | / | 2 | -21 | 2 | / | / | -5 | / |
| 23 | CN(C)CCn1c2c(c(SCC(=O)NCc3ccccc3)nc1=O)CCCC2 | 6 | 21 | -6 | -1 | 4 | -7 | 1 | -0.6 |
| 24 | C=CCn1c(=NC(=O)c2ccco2)sc2cc(C(=O)OCC)ccc21 | 10 | -3 | / | / | 11 | 9 | / | / |
| 25 | CNC(=O)C[C@@H]1C(=O)N(c2ccc(OC)cc2)CC1(C)C | / | / | -6 | 0 | / | -4 | 2 | -0.2 |
| 26 | COc1ccc(-c2nn[nH]n2)cc1OC | 0 | 1 | / | / | 7 | 0 | / | / |
| 27 | CC(C)NC(=O)N[C@H]1C=C[C@@H](CC(=O)NC2Cc3ccccc3C2)O[C@H]1CO | 1 | 7 | 13 | -3 | 5 | -5 | 4 | -0.5 |
| 28 | CCOc1ccc(NC(=O)C(CC(=O)O)Cc2ccc(C)cc2)cc1 (stereo not given) | 4 | 3 | -11 | -1 | -8 | -9 | 4 | 0.2 |
| 29 | Cc1ccnc(NC(=O)C(C)N2C(=O)c3ccccc3C2=O)c1 (stereo not given) | / | -22 | -9 | -1 | / | / | 3 | 0.0 |
| 30 | Cc1cc(NC(=O)COC(=O)C2CC(=O)N(c3cccc(C)c3C)C2)no1 (stereo not given) | 0 | -3 | -13 | 0 | -11 | -3 | 1 | 0.1 |

13 entries already listed, ordered by count of non-hydrogen atoms, high to low.
| No. | canonical_smiles | RAD54 branch | ARNT TACC3 PPI | RAD52 inh | Casp6 inh | PglD DTNB | esBAF inh | ERp5 block | E-selectin induc |
| --- | --- | --- | --- | --- | --- | --- | --- | --- | --- |
| 16 | CO[C@@H]1CN(C)C(=O)c2ccc(NC(=O)Nc3cc(F)ccc3F)cc2OC[C@@H](C)N(C(=O)c2ccccn2)C[C@@H]1C | 5 | 25 | -6 | -4 | -5 | -2 | -1 | -0.3 |
| 20 | O=C(C1CCCCC1)N1C[C@H](O)[C@@H](n2cc(-c3ccc(F)cc3)nn2)C[C@@H]1c1ccccc1 | 1 | / | -12 | 2 | 0 | -7 | -2 | 0.0 |
| 14 | COCCN(C(=O)CSCc1ccccc1)c1c(N)n(Cc2ccccc2)c(=O)[nH]c1=O | -7 | -5 | -15 | 3 | -1 | 10 | 6 | / |
| 15 | Cc1cc(NC(=O)CCC(=O)N(CC(=O)NC2CCCC2)c2cccc(F)c2)no1 | / | 4 | 11 | / | / | -3 | 0 | 0.0 |
| 18 | O=C1C2C(c3ccccc3)C=CC(c3ccccc3)C2C(=O)N1c1cccnc1 (stereo not given) | / | -10 | -13 | -1 | / | / | -9 | 15 |
| 13 | CN1c2ccc(Br)cc2[C@H]2[C@H](CCN2C(=O)Nc2cc(F)ccc2F)[C@H]1CO | -6 | 6 | -21 | -3 | 0 | 5 | 5 | 0.2 |
| 30 | Cc1cc(NC(=O)COC(=O)C2CC(=O)N(c3cccc(C)c3C)C2)no1 (stereo not given) | 0 | -3 | -13 | 0 | -11 | -3 | 1 | 0.1 |
| 24 | C=CCn1c(=NC(=O)c2ccco2)sc2cc(C(=O)OCC)ccc21 | 10 | -3 | / | / | 11 | 9 | / | / |
| 12 | CCSC1=C(C#N)C(c2ccc(Cl)cc2)C2=C(CCCC2=O)N1 (stereo not given) | -2 | -2 | / | / | 2 | 5 | / | / |
| 25 | CNC(=O)C[C@@H]1C(=O)N(c2ccc(OC)cc2)CC1(C)C | / | / | -6 | 0 | / | -4 | 2 | -0.2 |
| 22 | Cc1ccc(-n2c(-c3ccncc3)n[nH]c2=S)cc1 | / | 2 | -21 | 2 | / | / | -5 | / |
| 21 | Cc1ncc([N+](=O)[O-])n1Cc1ccc(Br)cc1 | / | / | -8 | 1 | / | / | 0 | 0.7 |
| 26 | COc1ccc(-c2nn[nH]n2)cc1OC | 0 | 1 | / | / | 7 | 0 | / | / |

Additional structures follow:
| No. | canonical_smiles | RAD54 branch | ARNT TACC3 PPI | RAD52 inh | Casp6 inh | PglD DTNB | esBAF inh | ERp5 block | E-selectin induc |
| --- | --- | --- | --- | --- | --- | --- | --- | --- | --- |
| 31 | COCCn1c(=N)c(S(=O)(=O)c2ccc(F)cc2)cc2c(=O)n3cccc(C)c3nc21 | 2 | -1 | -18 | -2 | -5 | 2 | -1 | / |
| 32 | COc1ccccc1NC(=O)N1CCCC1C(=O)NCCc1ccccc1 (stereo not given) | 1 | -8 | -7 | 2 | 0 | 3 | 1 | 0.0 |
| 33 | Cc1ccc(C2C(C(=O)c3sc(C)nc3C)=C(O)C(=O)N2CCN2CCOCC2)o1 (stereo not given) | -1 | -1 | / | / | -2 | 1 | / | / |
| 34 | COc1cc(CNC(=O)c2cc(-c3cc(C)cc(F)c3)n[nH]2)cc(OC)c1 | 2 | / | -5 | 4 | 1 | 3 | -3 | 0.8 |
| 35 | COC(=O)CC1(c2ccc(OC)cc2)C(=O)c2ccccc2C1=O | -3 | 4 | -2 | 3 | 0 | -51 | 1 | / |
| 36 | N#C[C@@H]1[C@@H](c2ccccc2C2=CCCC2)[C@@H](CO)N1C(=O)NC1CCCC1 | / | / | 14 | -10 | / | / | -1 | 0.0 |
| 37 | O=S(=O)(Nc1ccc(Cl)cc1)c1cccc2nsnc12 | 8 | 5 | 4 | 1 | 21* | -5 | -1 | -0.1 |
| 38 | O=C(c1cccc(F)c1)N1CCCCN2[C@H](CO)[C@H](c3ccc(-c4cccnc4)cc3)[C@@H]2C1 | -13 | 2 | -11 | 0 | 7 | / | -3 | 0.0 |
| 39 | CCCC#Cc1ccc2c(c1)O[C@H](CN(C)C(=O)CC)[C@@H](C)CN([C@H](C)CO)S2(=O)=O | -2 | 7 | -2 | 3 | 1 | -4 | -4 | 0.3 |
| 40 | CCn1c(=O)c(CCC(=O)NCC2CCCO2)c(C)c2c(C)nn(-c3ccc(C)cc3)c21 (stereo not given) | -9 | -7 | -2 | 0 | 0 | 2 | 2 | -0.1 |
| 41 | CCN(CC)S(=O)(=O)c1ccc2c(c1)nc(SCC(=O)NC1CC1)n2-c1ccccc1OC | -7 | 4 | / | / | 0 | 7 | / | / |
| 42 | COc1ccc(NC(=O)N[C@H]2CC[C@@H](CCNC(=O)Nc3cc(F)ccc3F)O[C@H]2CO)cc1 | 0 | 6 | -6 | -128 | 0 | 7 | -3 | 0.2 |
| 43 | CCOc1ccc(-c2nnc(NC3=NCCCCC3)o2)cc1 | 6 | -2 | / | / | -1 | -1 | / | / |
| 44 | O=C(NCC1CCCO1)c1ccc(NC(=O)c2cccc([N+](=O)[O-])c2)cc1 (stereo not given) | 13 | -12 | -9 | -1 | 0 | 3 | 0 | / |
| 45 | COCCOC(=O)c1c(C)n(C)c2ccc(OC(=O)c3ccccc3OC)cc12 | -7 | 1 | -11 | 0 | -2 | -1 | -1 | 10 |
| 46 | COc1cccc(NC(=O)N(C2CCCCC2)C(C)c2cccs2)c1 (stereo not given) | 5 | 4 | / | / | 3 | 5 | / | / |
| 47 | Cc1noc(C)c1NC(=O)Nc1ccc2c(c1)C(=O)N([C@@H](C)CO)C[C@@H](C)[C@H](CN(C)Cc1ccc(C(=O)O)cc1)OCCCC[C@H](C)O2 | -7 | -4 | / | / | -2 | 0 | / | -0.1 |
| 48 | CCCc1nc(Nc2nc3ccccc3o2)nc(C)c1C(=O)OCC | 0 | -9 | / | / | 5 | 63* | / | / |
| 49 | COc1cc(NS(=O)(=O)c2ccc(NC(=S)NC(=O)c3ccco3)cc2)ncn1 | -10 | -6 | -48 | -1 | 1 | / | 7 | / |
| 50 | CN1CCN(C(=O)/C(=C\c2cccs2)NC(=O)c2ccccc2)CC1 | 2 | 0 | -4 | -3 | 2 | -4 | 2 | / |
| 51 | O=C(CN1C(=O)CSCC1=O)NCc1ccc(F)cc1 | 4 | -4 | -8 | 2 | 2 | 10 | -5 | / |
| 52 | CCC(=O)N(C)C[C@H]1Oc2cc(-c3ccncc3)ccc2S(=O)(=O)N([C@@H](C)CO)C[C@H]1C | 9 | 2 | -4 | 0 | -4 | -7 | -4 | -0.1 |
| 53 | CCn1ccnc1CN(C)Cc1nc(-c2cccc(Cl)c2)no1 | / | 0 | -5 | -4 | / | / | -3 | 1.1 |

Source: PubChem BioAssay (Broad Institute)
